Compound activity from PubChem BioAssay.
hERG rescue: compounds protecting human hERG from proarrhythmic drug block; AID 1511; 0.51% of 310,000 active; Q12809; CHO-hERG, FluxOR thallium flux, dofetilide IC70 present; activation (rescue from dofetilide block), less the hit threshold, % at 10 µM;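 active = activation above the mean of controls blocked by dofetilide plus 5 SD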;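 also: thallium influx through hERG after potassium depolarization seen as dye fluorescence rise; in these data hits start at about 4.7%; inactives centre near -7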
KCNK3 block: human KCNK3 channel inhibition, primary screen; O14649; CHO-KCNK3 thallium flux, FluxOR fluorescence; hits give low values; B-score at 10 µM; 0.84% of 340,000 active; AID 602410;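 active = B-score under library mean minus 4 SD, starting fluorescence ratio at most library mean plus 5 SD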;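 also: more negative B-score means stronger inhibition of thallium flux through KCNK3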
MrgX1 agonist: agonists of human MrgX1 receptor. Q96LB2. MrgX1-HEK293 cells, Fluo-4 calcium fluorescence, agonist mode; hits give high values. B-score at 10 µM. 0.44% of 310,000 active;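 active = calcium response B-score plate-corrected fluorescence ratio at least 3 library SD, with starting fluorescence B-score inside 5 SD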
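Material: MrgX1-expressing HEK293 cells / Dosing: compound as first of three additions / Incubation: overnight seeding, then 1 h dark dye loading / Signal: Fluo-4 NW calcium fluorescence / Evaluation: B-scored fluorescence response ratio / Benchmarks: positive and negative control wells on each plate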
MrgX1 PAM: allosterically activates human MrgX1 receptor signaling | AID 588675 | 0.63% of 310,000 active | MrgX1-HEK293, Fluo-4 calcium flux, FDSS; hits give high values | B-score at 10 µM;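 active = plate-corrected calcium response at least 3 library SD above typical, normal starting fluorescence, not activating the receptor alone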;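 also: compound read alongside a low EC10 to EC30 dose of BAM8-22 agonist; peak minus trough fluorescence over baseline measured at the second addition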
ANO1 activ: activators or potentiators of mouse TMEM16A chloride channel | B-score at 10 µM | 0.3% of 340,000 active | HEK293 TMEM16A/YFP-H148Q/I152L, iodide quench fluorescence; hits give low values | Q8BHY3;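 active = fluorescence-ratio B-score plate-corrected deviation score at least 3 library SD below zero, with starting fluorescence score within 5 deviations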;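 also: channel opened by trigger with iodide after compound preincubation; score built on the fluorescence ratio of max minus min over baseline; more negative score means more quench and so TMEM16A activation or potentiation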
KCNK9 inh: human KCNK9 channel inhibition | HEK293 KCNK9, FluxOR thallium flux fluorescence; hits give low values | B-score at 10 µM | 1.2% of 310,000 active;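 active = ratio B-score over 3 SD below the library mean, with starting fluorescence within 5 SD of its mean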;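 also: negative B-score means less thallium flux so channel inhibition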
Target sequence (Q9NPC2 whole entry, looked up): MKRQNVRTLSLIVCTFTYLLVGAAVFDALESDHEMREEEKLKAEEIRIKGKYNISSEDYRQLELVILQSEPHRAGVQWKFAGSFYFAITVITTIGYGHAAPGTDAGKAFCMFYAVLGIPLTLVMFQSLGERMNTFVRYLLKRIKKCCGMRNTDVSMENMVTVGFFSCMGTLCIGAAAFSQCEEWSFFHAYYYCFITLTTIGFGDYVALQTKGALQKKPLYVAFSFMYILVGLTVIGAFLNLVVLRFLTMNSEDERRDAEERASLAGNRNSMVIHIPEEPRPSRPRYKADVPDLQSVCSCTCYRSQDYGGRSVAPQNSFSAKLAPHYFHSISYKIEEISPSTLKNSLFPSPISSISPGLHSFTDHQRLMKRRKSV
KCNQ1 pot: potentiates or activates the human KCNQ1 potassium channel | P51787 | CHO-K1 KCNQ1, thallium flux FluxOR fluorescence; hits give high values | B-score at 10 µM | 0.35% of 310,000 active | AID 2648;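 active = fluorescence ratio B-score, a plate-corrected score, at least three library SD, with initial intensity B-score within 5 SD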
Target sequence (P51787 whole entry, looked up): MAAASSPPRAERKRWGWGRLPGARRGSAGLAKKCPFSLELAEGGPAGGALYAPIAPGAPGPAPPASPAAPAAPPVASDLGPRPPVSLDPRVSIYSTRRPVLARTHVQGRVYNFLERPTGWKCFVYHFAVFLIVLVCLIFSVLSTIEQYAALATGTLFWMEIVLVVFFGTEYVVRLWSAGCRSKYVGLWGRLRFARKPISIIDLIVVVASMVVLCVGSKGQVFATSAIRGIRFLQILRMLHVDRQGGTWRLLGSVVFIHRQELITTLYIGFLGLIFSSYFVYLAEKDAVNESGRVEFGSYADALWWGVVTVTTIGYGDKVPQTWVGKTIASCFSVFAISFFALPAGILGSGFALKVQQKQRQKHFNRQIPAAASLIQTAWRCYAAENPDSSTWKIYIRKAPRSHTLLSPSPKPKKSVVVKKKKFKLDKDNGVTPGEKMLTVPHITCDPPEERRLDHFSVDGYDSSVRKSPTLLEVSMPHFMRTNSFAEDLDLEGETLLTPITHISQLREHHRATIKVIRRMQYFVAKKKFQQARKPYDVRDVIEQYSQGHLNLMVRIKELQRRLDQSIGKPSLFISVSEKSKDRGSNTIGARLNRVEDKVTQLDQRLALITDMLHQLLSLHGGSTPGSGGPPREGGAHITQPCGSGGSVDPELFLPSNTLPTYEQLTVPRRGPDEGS
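Schedule – 37 °C overnight plating, 90-min dark dye load, 20-min compound pretreatment · System – stable KCNQ1 CHO-K1 line · Probe or stimulus – thallium- and potassium-containing depolarizing buffer · Measured by – kinetic FluxOR fluorescence, 10 s baseline plus 110 s post-stimulus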
KCNQ1 block: inhibitors of human KCNQ1 potassium channel; B-score at 10 µM; P51787; CHO-K1 KCNQ1, FluxOR thallium flux fluorescence; hits give high values; AID 2642; 1.3% of 310,000 active;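 active = compounds whose thallium flux B-score, printed positive for inhibition, exceeds three library SD while starting fluorescence stays within three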;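 also: channel opened by potassium depolarization with thallium stimulus after 20 min compound exposure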
RGS4 block: human RGS4 inhibition; P49798; HEK293 M3R/RGS4 inducible, Fluo-4 calcium flux; hits give high values; triggered by carbachol at its EC20; B-score at 10 µM; 0.45% of 310,000 active;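 active = B-score, a plate-corrected calcium signal, over three deviations above library mean, with baseline fluorescence within five deviations of library mean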;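 also: RGS4 expression induced by doxycycline in cells with stable M3 receptor; B-score is computed from the integrated fluorescence ratio over baseline after carbachol; higher B-score means a larger calcium signal and so more RGS4 inhibition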
RGS4 pot: RGS4 potentiation or activation; HEK293 M3R/inducible RGS4, carbachol calcium flux Fluo4; hits give low values; B-score at 10 µM; 0.92% of 310,000 active;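 active = B-score of the integrated calcium signal more than 4 SD below the library mean, with starting fluorescence not abnormally high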;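 also: negative B-score means reduced calcium response which marks RGS4 activation or potentiation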
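test system = M3R-expressing HEK293 line, RGS4 induced by doxycycline | probe or stimulus = carbachol at ECmax as muscarinic agonist stimulus | timing = dye loading 30 min 37 °C, buffer rest 30 min RT | signal = calcium dye Fluo4 fluorescence | evaluation = B score from integrated fluorescence ratio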
ANO1 block: inhibitors of mouse TMEM16A calcium-activated chloride channel | Q8BHY3 | HEK293 TMEM16A/YFP iodide influx fluorescence, ionomycin | normalized B-score (activity score, 25-100; higher = stronger inhibition) at 10 µM | 1.2% of 310,000 active | AID 588511;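 active = ratio plate-corrected score three or more library SD toward inhibition, starting fluorescence score within five deviations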;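 also: score derived from kinetic fluorescence span divided by baseline fluorescence per well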
Numbers without * were called inactive; i = inactive; / = no result given. Outcome played no part in choosing rows; 6.3% or so of the library scored in one or more.

Sequence of screens: hERG rescue, KCNK3 block, MrgX1 agonist, MrgX1 PAM, ANO1 activ, KCNK9 inh, KCNQ1 pot, KCNQ1 block, RGS4 block, RGS4 pot, ANO1 block
- O=C(O)CC1C(=O)NCCN1Cc1ccc(F)c(F)c1 (configuration not stated)
 : -9, i, i, i, i, i, i, i, i, i, i
- Cc1cc(C)n(CC(=O)N2N=C(C(F)F)CC2(O)C(F)F)n1 (configuration not stated)
 : -8, i, i, i, i, i, i, i, i, i, i
- CNC(=O)c1ncoc1-c1ccc(Cl)cc1
 : -5, i, i, i, i, i, i, i, i, i, i
- CCN(Cc1ccccc1)S(=O)(=O)c1ccc(C(=O)Nc2nnc(C)o2)cc1
 : -9, i, i, i, i, i, i, i, i, i, i
- CN1CCc2c(sc3c2C(=O)NC(c2ccc4c(c2)OCO4)N3)C1 (configuration not stated)
 : -8, i, i, i, i, i, i, i, i, i, i
- C/C=C/c1ccc(OCCCNC)c(OC)c1
 : -4, i, i, i, i, i, i, i, i, i, i
- COc1ccc(CNC(=O)CCNS(=O)(=O)c2ccc(Cl)cc2)cc1
 : -6, i, i, i, i, i, i, i, i, i, i
- O=C(NC(=S)Nc1ccc(Cl)c(C(=O)O)c1)c1cncc(Br)c1
 : -1, i, i, i, i, i, i, i, i, i, i
- COc1cc(/C=N/NC(=O)Nc2ccccc2)ccc1OCCOc1ccccc1C
 : -5, i, i, i, i, i, i, i, i, i, i
- COc1cccc(/C=N/NC(=O)c2cc(-c3cccn3C)n[nH]2)c1O
 : 0, i, i, i, i, i, i, i, i, i, i
- O=C(Cn1cc([N+](=O)[O-])cn1)Nc1cccnc1
 : -6, i, i, i, i, i, i, i, i, i, i
- O=C(CSc1nc2ccc(Cl)cc2[nH]1)NC1CCCc2ccccc21 (configuration not stated)
 : -5, i, i, i, i, i, i, i, i, i, i
- CCOC(=O)CC1(NC(=O)c2cc(COc3cccc(OC)c3)on2)CCCCC1
 : -6, i, i, i, i, i, i, i, i, i, i
- COc1ccc(N2C(=O)/C(=C/c3cccnc3)NC2=S)cc1
 : -6, i, i, i, i, i, i, i, i, i, i
- CC(C)Cc1nnc(NC(=O)c2ccncc2)s1
 : -2, i, i, i, /, i, i, i, i, i, i
- CCC(NC(=O)c1cc(COc2c(F)cccc2F)on1)c1ccncc1 (configuration not stated)
 : -8, i, i, i, i, i, i, i, i, i, i
- Cc1ccccc1-n1nc2c(c1NC(=O)CCCl)CSC2
 : -2, i, i, i, i, i, i, i, i, i, i
- NC(=O)CSc1nnc(-c2cnccn2)n1-c1ccccc1
 : -2, i, i, i, i, i, i, i, i, i, i
- CC(C)OCCCNC(=O)c1ccc(C2SCC(=O)N2Cc2ccco2)cc1 (configuration not stated)
 : -2, i, i, i, i, i, i, i, i, i, i
- Cc1cc(C)nc(SCC(=O)Nc2ncc(Cc3ccc(Cl)c(Cl)c3)s2)n1
 : -10, i, i, i, i, i, i, i, i, i, i
- CCc1c(C)sc2nc(C(C)C)nc(SCC(=O)N3CCc4ccccc4C3)c12
 : -7, /, i, i, /, i, i, 9*, i, i, 100*
- Cc1ccc(C)n1-c1ccc(-n2cnnn2)cc1
 : -19, i, i, i, i, i, i, i, i, i, i
- Cc1nc(NC(=O)COC(=O)c2ccc(S(=O)(=O)N3CCc4ccccc4C3)cc2)c(Cl)cc1Cl
 : -5, i, i, i, i, i, i, i, i, i, i
- COc1cccc(CC2(CO)CCCN(Cc3cn(C)c4ccccc34)C2)c1 (configuration not stated)
 : -10, i, i, i, i, i, i, i, i, i, i
- CCN(c1ccccc1)S(=O)(=O)c1ccc(NC(=O)c2ccco2)cc1
 : -12, i, i, i, i, i, i, i, i, i, i
- Brc1ccc(OCc2ccccc2)c(CNCC2CCCO2)c1 (configuration not stated)
 : -9, i, i, i, i, i, i, i, i, i, i
- Cc1nn(-c2cc(N3CCCC3)ccc2[N+](=O)[O-])c(=O)c2ccccc12
 : -6, i, i, i, i, i, i, i, i, i, i
- O=C(COc1ccccc1Br)NC1CC1
 : 1, i, i, i, i, i, i, i, i, i, i
- CCOc1cc2[nH]c(=S)n(C3CC3)c(=O)c2cc1OCC
 : -12, i, i, i, i, i, i, i, i, i, i
- Cc1cc(N2CCOCC2)nc2ccc(NC(=O)CCC(=O)N3CCCCC3)cc12
 : -9, i, i, i, i, i, i, i, i, i, i
- CC(C)C(=O)Nc1nnc(SCC(=O)N2c3ccccc3CC2C)s1 (configuration not stated)
 : -10, i, i, i, i, i, i, i, i, i, i
- Cc1nc(NCc2cccnc2)c2c3c(sc2n1)CCCC3
 : -11, i, i, i, i, i, i, i, i, i, i
- Cc1cccc(C(CC(=O)O)NC(=O)C(F)(F)F)c1 (configuration not stated)
 : -3, i, i, i, i, i, i, i, i, i, i
- COc1ccc(-c2cc(C(F)(F)F)n3nc(C(=O)NCc4ccco4)cc3n2)cc1
 : -1, i, i, i, i, i, i, i, i, i, i
- CC(C)(C)OC(=O)NCCCC[C@H](NC(=O)c1nc[nH]c1C(=O)N1CCN(c2ccccc2)CC1)C(=O)OC(C)(C)C
 : -13, i, i, i, i, i, i, i, i, i, i
- N#CCn1c(CN2CCCC2)nc2ccccc2c1=O
 : -4, i, i, i, i, i, i, i, i, i, i
- Cc1ccccc1-c1nc2ccc(Cl)cc2c(=O)n1O
 : -1, i, i, i, i, i, i, i, i, i, i
- O=C(NC(=S)Nc1ccc(N2CCOCC2)c(Cl)c1)c1cccs1
 : 1, i, i, i, i, i, i, i, i, i, i
- C=CCNC(=O)CCCOc1cccc(C)c1
 : 0, i, i, i, i, i, i, i, i, i, i
- CCn1c(CSCc2ccc(F)cc2)nnc1SCC(=O)NCc1ccccc1
 : -7, i, i, i, i, i, i, i, i, i, i
- COc1ccc(C(=O)NCc2nnc(SCC(=O)N3CCc4ccccc43)n2CCc2ccccc2)cc1
 : -8, i, i, i, i, i, i, i, i, i, i
- C=CCOc1ccccc1CNCc1ccc(F)cc1
 : -7, i, i, i, i, i, i, i, i, i, i
- CCN(CC)c1ccc(C=C2C(=O)OC(C)(C(C)(C)C)OC2=O)cc1 (configuration not stated)
 : -9, i, 56*, i, i, i, i, i, i, i, i
- COc1ccccc1N1CCN(C(c2cccs2)C(C)NC(=O)c2ccco2)CC1 (configuration not stated)
 : -11, i, i, i, i, i, i, i, i, i, i
- CN(C)c1ccc(C(C#N)c2ccc(Cl)cc2)nn1 (configuration not stated)
 : -12, i, i, i, i, i, i, i, i, i, i

Whole records, looked up by structure:
Listed for COc1ccccc1N1CCN(C(c2cccs2)C(C)NC(=O)c2ccco2)CC1 (configuration not stated) = hERG rescue: -11; KCNK3 block: i; MrgX1 agonist: i; MrgX1 PAM: i; ANO1 activ: i; KCNK9 inh: i; KCNQ1 pot: i; KCNQ1 block: i; RGS4 block: i; RGS4 pot: i; ANO1 block: i
Listed for CC(C)C(=O)Nc1nnc(SCC(=O)N2c3ccccc3CC2C)s1 (configuration not stated) = hERG rescue: -10; KCNK3 block: i; MrgX1 agonist: i; MrgX1 PAM: i; ANO1 activ: i; KCNK9 inh: i; KCNQ1 pot: i; KCNQ1 block: i; RGS4 block: i; RGS4 pot: i; ANO1 block: i

The listing continues:
Sequence of screens: hERG rescue, KCNK3 block, MrgX1 agonist, MrgX1 PAM, ANO1 activ, KCNK9 inh, KCNQ1 pot, KCNQ1 block, RGS4 block, RGS4 pot, ANO1 block
- C[C@H](NC(=O)N1CCn2c1nc1ccccc12)C(=O)NCc1ccc2c(c1)OCO2
 : -9, i, i, i, i, i, i, i, i, i, i
- COC(=O)c1ccc(CNC(=O)c2coc3ccccc3c2=O)cc1
 : -12, i, i, i, i, i, i, i, i, i, i
- O=C1N=C(N2CCCC2C(=O)O)S/C1=C\c1ccco1 (configuration not stated)
 : -2, i, i, i, i, i, i, i, i, i, i
- COCCCNC(=O)CSc1nc2ccccc2c(=O)n1CCC(=O)NCCc1ccc(OC)c(OC)c1
 : -10, i, i, i, i, i, i, i, i, i, i
- CC(C)CCNc1nc(N)c([N+](=O)[O-])c(NCC2CCCO2)n1 (configuration not stated)
 : -5, i, i, i, i, i, i, i, i, i, i
- O=C(/C=C/c1cccc([N+](=O)[O-])c1)NCCSCc1ccccc1Cl
 : -12, i, i, i, i, i, i, i, i, i, i
- CC1CN(C2CCN(C(=O)c3ccccc3Cl)CC2)CC(C)O1 (configuration not stated)
 : -11, i, i, i, i, i, i, i, i, i, i
- CC(C)Sc1ncnc2c1oc1ccccc12
 : -7, i, i, i, i, i, i, i, i, i, i
- Cc1ccc(NC(=O)CS(=O)CC(=O)Nc2cccc(C)c2C)cc1F (configuration not stated)
 : -18, i, i, i, i, i, i, i, i, i, i
- Cc1ccc(C)c(NC(=O)c2nc(-c3ccccc3)n(-c3ccccc3)n2)c1
 : -11, i, i, i, i, i, i, i, i, i, i
- CCCn1nnnc1SCC(=O)N1CCCc2ccccc21
 : -11, i, i, i, i, i, i, i, i, i, i
- COc1cc2c(cc1OC)C(/C(C#N)=N\O)=NC(C)(C)C2
 : -7, i, i, i, i, i, i, i, i, i, i
- CCCCn1c(N)c(N(Cc2ccccc2OC)C(=O)COc2ccc(F)cc2Cl)c(=O)[nH]c1=O
 : -2, i, i, i, i, i, i, i, i, i, i
- Cc1cc(C)c(C)c(S(=O)(=O)N2CCN(CC(=O)Nc3ccc([N+](=O)[O-])cc3)CC2)c1C
 : -6, i, i, i, i, i, i, i, i, i, i
- O=C(Nc1ccccc1Cl)c1ccccc1Oc1ccc(C(F)(F)F)cc1[N+](=O)[O-]
 : -7, i, i, i, i, i, i, i, i, i, i
- CC1CCc2c(sc(NC(=O)c3ccco3)c2C(=O)O)C1 (configuration not stated)
 : -5, i, i, i, i, i, i, i, i, i, i
- Cc1c(-n2c(SCC(=O)NC(C)C(C)C)nc3ccccc3c2=O)c(=O)n(-c2ccccc2)n1C (configuration not stated)
 : -12, i, i, i, i, i, i, i, i, i, i
- CCn1c(CSc2nc3ccccc3s2)n[nH]c1=S
 : -13, i, i, i, i, i, i, i, i, i, i
- c1cc2nnnn2nc1N1CCCCC1
 : -7, i, i, i, i, i, i, i, i, i, i
- O=C1CCCN1CCC1CCCCN1Cc1nc(COc2ccccc2)no1 (configuration not stated)
 : -8, i, i, i, i, i, i, i, i, i, i
- CNC(=O)Nc1cccc(NC(=O)NC)n1
 : -3, i, i, i, i, i, i, i, i, i, i
